Assay outcomes: PubChem BioAssay, National Center for Advancing Translational Sciences (NCATS)
FEN1 inh: blocks human flap endonuclease 1; Recombinant FEN1 flap cleavage, fluorescence, 15 min; Potency, µM (highest dose often 114 µM), for the others: top-dose activity change, negative = inhibition, actives largely listed as inhibitors; P39748; actives 0.35% (n = 390,000); note: nearly all actives have a fitted effect of over 65% in size
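In this screen, 50 nM flap DNA substrate was added to 10 nM FEN1 pretreated with compound for 15 min at room temperature; cleavage was followed with reads at 0 and 15 min, and Hill fitting gave concentration–response parameters.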
KAT2A inh: inhibitors of human GCN5L2 histone acetyltransferase | Q92830 | GCN5L2 HAT assay, ThioGlo1 CoA-SH fluorescence | Potency, µM (doses to about 58.9 µM), inactives show at the highest dose activity change, negative = inhibition, most hits filed as inhibitors | actives 0.21% (n = 390,000) | AID 504327
Target sequence (Q92830 whole entry, looked up): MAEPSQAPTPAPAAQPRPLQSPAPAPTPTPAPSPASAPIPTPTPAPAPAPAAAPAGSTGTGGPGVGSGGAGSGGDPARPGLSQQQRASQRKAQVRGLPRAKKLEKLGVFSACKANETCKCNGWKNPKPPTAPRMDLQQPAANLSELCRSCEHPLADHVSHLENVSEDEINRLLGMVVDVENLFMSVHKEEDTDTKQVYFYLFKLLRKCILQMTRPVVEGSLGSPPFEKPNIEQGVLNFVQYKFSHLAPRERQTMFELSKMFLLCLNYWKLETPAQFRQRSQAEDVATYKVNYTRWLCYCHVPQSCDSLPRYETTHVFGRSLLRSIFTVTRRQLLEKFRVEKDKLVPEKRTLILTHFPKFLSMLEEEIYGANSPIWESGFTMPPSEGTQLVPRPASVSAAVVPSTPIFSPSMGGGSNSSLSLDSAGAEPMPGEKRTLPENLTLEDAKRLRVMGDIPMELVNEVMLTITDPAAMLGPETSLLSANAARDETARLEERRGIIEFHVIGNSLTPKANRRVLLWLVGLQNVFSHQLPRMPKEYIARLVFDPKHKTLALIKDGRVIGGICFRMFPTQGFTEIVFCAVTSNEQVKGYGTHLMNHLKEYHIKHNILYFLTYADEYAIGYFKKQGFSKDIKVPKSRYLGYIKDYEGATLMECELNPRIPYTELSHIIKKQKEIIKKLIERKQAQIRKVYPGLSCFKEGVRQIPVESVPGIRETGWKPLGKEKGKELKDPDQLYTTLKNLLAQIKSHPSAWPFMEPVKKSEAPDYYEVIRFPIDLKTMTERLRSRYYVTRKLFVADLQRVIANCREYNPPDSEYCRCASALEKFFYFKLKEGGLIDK
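ThioGlo1-coupled HAT assay: 20nM GCN5L2, 70uM acetyl-CoA, 75uM H3(1-25) peptide, pH 7.5. Fluorescence read at 340/540nm at start and after 20 min at room temperature.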
N370S GC: N370S glucocerebrosidase modulation, Gaucher chaperone candidate | actives 0.092% (n = 330,000) | AID 2101 | Potency, µM (doses to about 59.4 µM), for the others: at the top dose activity change, negative = inhibition, most hits filed as inhibitors | P04062 | N370S GC spleen homogenate, 4MU-glucoside fluorescence;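 note: 0% = full enzyme activity and -100% = no enzyme basal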
Starred values were filed as active, the others as inactive; u = inconclusive; x = no result given; & = joins results of further samples; [ ] = another dose, or the depositor's remark. Calls come from the whole dose curve; as a rule, active = well fitted curve in the direction sought with a large enough effect; inconclusive = small, poorly fitted or top-dose-only effect, or another doubt; inactive = no such curve, though single readings can be large; an effect the other way counts as inactive or inconclusive. Unless noted, % is set by controls: 0 for no effect and ±100 for the full control effect; potency is the fitted concentration of half-maximal effect. This is a subset (hit frequency here may not be typical).

SMILES | FEN1 inh | KAT2A inh | N370S GC
CC1CCCCN1Cc1c(O)ccc2c(=O)c(-c3ccc(Cl)cc3)coc12 (stereo unspecified) | -10%&17% | -18%&-7% | -3%
Cc1ccc(CNc2ccc3cc(S(=O)(=O)N4CCCCC4)ccc3n2)cc1 | -1% | -5% | x
Cc1ccc(C)c(NS(=O)(=O)c2ccc(-c3coc(C)n3)cc2)c1 | -16% | -7% | u
CC1CCCC(NC(=O)COC(=O)/C=C/c2ccc3c(c2)OCO3)C1C (stereo unspecified) | -2% | 22% | 5%
CCn1cnc2sc(C(=O)Oc3ccc(Br)cc3)c(C)c2c1=O | 6% | 0% | -4%
CCSc1n[nH]c(=S)s1 | -2% | 32µM* | 5%
O=C(N/N=C1\CCCc2ccccc21)c1ccccc1[N+](=O)[O-] | -10% | 0% | 7%
CC(C)C(C(=O)Nc1ccc(S(N)(=O)=O)cc1)N1C(=O)c2ccccc2C1=O (stereo unspecified) | 5% | -1% | -4%
CC(Oc1ccc(Br)cc1)C(=O)NC1CCCCCC1 (stereo unspecified) | 8% | -3% | x
Cc1cccc(C(=O)NC(=S)NNC(=O)Cc2ccccc2)c1 | 4% | 4% | 5%
Cc1ccc(C(=O)Nc2nnc(COc3ccccc3)s2)cc1 | -8% | 12% | 5%
CCOC(=O)C1=C(C)Nc2ccccc2S1 | -3% | -2% | -3%
COCCn1c(=O)c(C)nc2cnc(Nc3cccc(OC)c3)nc21 | x | -8% | 8%
COc1ccc(-c2oc3ncnc(NCCCO)c3c2-c2ccc(OC)cc2)cc1 | -5% | -16% | -7%
CC(C)=NNC1=NC(C)(C)Cc2ccccc21 | 7% | -1% | -9%
CN(C(=O)c1cc2nc(-c3ccc4c(c3)OCO4)cc(C(F)(F)F)n2n1)c1ccc(OC(F)(F)F)cc1 | 18% | -3% | x
Cc1ccc(-n2c(=O)[nH]c3cc(C(=O)NC4CCN(Cc5ccccc5)CC4)ccc3c2=O)cc1 | -7% | 2% | 6%
CCOc1ccc(CCNC(=O)c2cnc3c(-c4ccc(F)cc4)c(C)nn3c2C)cc1OCC | 3% | -1% | x
Cc1ccc(S(=O)(=O)N(C)CC(=O)Nc2ccncc2)cc1 | 6% | 1% | -14%
O=S(=O)(NCC(c1ccc2c(c1)OCO2)N1CCOCC1)c1ccc(Br)cc1 (stereo unspecified) | 3% | -7% | -5%
CCOC(=O)c1ccc(NC(=O)CN2C(=O)c3cccnc3Sc3ccccc32)cc1 | -9% | -8% | x
COc1cccc(CN2CCCC(C(=O)N3CCCCC3)C2)c1OC (stereo unspecified) | 8% | -1% | -14%
COC(=O)c1ccc(CSc2cc(C)c3cc(C)cc(C)c3n2)o1 | -11% | -20% | 13%
COc1cc(/C=C2\SC(c3ccc(C)cc3)=NC2=O)cc(OC)c1O | u | -9% | -11%
COC(=O)c1cc(S(=O)(=O)Nc2ccc(C)cn2)c[nH]1 | -7% | -2% | 0%
Cc1ccc(C)c(N2C(=O)c3ccc(C(=O)OCC(=O)c4c(N)n(C)c(=O)n(C)c4=O)cc3C2=O)c1 | 12% | -2% | 9%
COc1cccc(OCc2nnc(SCC(=O)N3c4ccccc4Sc4ccc(Cl)cc43)o2)c1 | -13% | -8% | 8%
CC(=O)CCc1ccc(OCCCCN2CCC(Cc3ccccc3)CC2)cc1 | -10% | -1% | -6%
COc1ccc(NC(=S)N(CCC(C)C)C2CCN(C(C)C)CC2)cc1 | 1% | -10% | -1%
COc1ccc(NC(=O)c2cccc(N3C(=O)C4C5C=CC(C5)C4C3=O)c2)cc1Cl (stereo unspecified) | -3% | 2% | -12%
CCCOc1ccc(/C(O)=C2\C(=O)C(=O)N(CCCN(C)C)C23C(=O)N(C)c2ccccc23)cc1 (stereo unspecified) | x | -4% | -3%
S=C(Nc1ccc(Cl)cc1Cl)N1CCCC1 | -16% | u | -4%
Cc1ccc(CNC(=O)Cn2c(-c3cccs3)cc3cc(Cl)ccc32)cc1 | 1% | 1% | x
COc1ccc(CN2CCN(CCCc3ccccc3)C(CCO)C2)c(O)c1 (stereo unspecified) | 3% | -14% | -27%
CCc1ccc(Nc2n[n+](-c3ccccc3)c(-c3cc(OC)c(OC)cc3Br)s2)cc1 | 8% | -2% | 22%
O=C(CCN1C(=O)C2CC=CCC2C1=O)N1CCN(c2ccccn2)CC1 (stereo unspecified) | -5% | 0% | -2%
Cc1nc(-c2ccc(Cl)cc2)sc1C1(C)CC(c2cccc([N+](=O)[O-])c2)=NO1 (stereo unspecified) | 13% | 2% | 11%
COc1ccc(CCN2CC(C(=O)NCC(=O)Nc3ccc(F)c(F)c3)CC2=O)cc1OC (stereo unspecified) | 3% | -5% | -7%
S=C(Nc1ccc(Br)cc1)NC1CCN(Cc2ccccc2)CC1 | -17% | -3% | u
Cc1cc(NC(=O)CN2CCC(O)(c3cccc(F)c3)CC2)no1 | 0% | 0% | 2%
COc1ccc(-n2nc3ccccc3n2)cc1 | -5% | 2% | 0%
COC(=O)c1ccccc1N=Nc1c(C)noc1C | -1% | 0% | 4%
CCc1ccccc1NC(=O)CSc1nc2[nH]c(=O)cc(O)c2s1 | 0% | -6% | -11%
COc1ccc(-c2nnc(CSc3nnc(-c4ccncc4)n3C3CCCCC3)o2)cc1OC | 9% | -21% | 12%
Cc1ccc(C)c(NS(=O)(=O)c2csc(C(N)=O)c2)c1 | -14% | -3% | -3%
CNc1c(C(=O)O)ccc2c1C(=O)c1ccccc1C2=O | u | -7% | -7%
Cc1ccccc1NC(=O)Cn1nc(C)n2cccc2c1=O | -6% | -8% | 0%
CCCOC(=O)CCNc1n[nH]c(=O)[nH]c1=O | -10% | 2% | 17%

Given with values under each structure: 13 of the compounds above
Fields: FEN1 inh | KAT2A inh | N370S GC
> Cc1ccc(CNC(=O)Cn2c(-c3cccs3)cc3cc(Cl)ccc32)cc1
 : 1% | 1% | x
> COc1ccc(CN2CCN(CCCc3ccccc3)C(CCO)C2)c(O)c1 (stereo unspecified)
 : 3% | -14% | -27%
> CCc1ccc(Nc2n[n+](-c3ccccc3)c(-c3cc(OC)c(OC)cc3Br)s2)cc1
 : 8% | -2% | 22%
> O=C(CCN1C(=O)C2CC=CCC2C1=O)N1CCN(c2ccccn2)CC1 (stereo unspecified)
 : -5% | 0% | -2%
> Cc1nc(-c2ccc(Cl)cc2)sc1C1(C)CC(c2cccc([N+](=O)[O-])c2)=NO1 (stereo unspecified)
 : 13% | 2% | 11%
> COc1ccc(CCN2CC(C(=O)NCC(=O)Nc3ccc(F)c(F)c3)CC2=O)cc1OC (stereo unspecified)
 : 3% | -5% | -7%
> S=C(Nc1ccc(Br)cc1)NC1CCN(Cc2ccccc2)CC1
 : -17% | -3% | u
> Cc1cc(NC(=O)CN2CCC(O)(c3cccc(F)c3)CC2)no1
 : 0% | 0% | 2%
> COc1ccc(-n2nc3ccccc3n2)cc1
 : -5% | 2% | 0%
> COC(=O)c1ccccc1N=Nc1c(C)noc1C
 : -1% | 0% | 4%
> CCc1ccccc1NC(=O)CSc1nc2[nH]c(=O)cc(O)c2s1
 : 0% | -6% | -11%
> COc1ccc(-c2nnc(CSc3nnc(-c4ccncc4)n3C3CCCCC3)o2)cc1OC
 : 9% | -21% | 12%
> Cc1ccc(C)c(NS(=O)(=O)c2csc(C(N)=O)c2)c1
 : -14% | -3% | -3%

(more compounds)
SMILES | FEN1 inh | KAT2A inh | N370S GC
Cc1ccc2nc(SCC(=O)Nc3cccc(S(=O)(=O)N(C)C)c3)[nH]c2c1 | 8% | 1% | 4%
CCC(C)NC(=O)CSc1nnc(-c2ccc(C(C)(C)C)cc2)n1C (stereo unspecified) | 2% | 1% | 2%
CC(C(=O)NCc1ccccc1)n1ccc2cc(S(=O)(=O)N3CCCC3)ccc21 (stereo unspecified) | 2% | -10% | x
Cc1noc(C)c1COC(=O)c1cnc(Cl)c(Cl)c1 | -14% | -6% | 2%
O=C(Nc1ccc(C(F)(F)F)cc1)c1cnc(N2CCN(c3ccccn3)CC2)c2ccccc12 | 7% | -4% | 2%
COc1ccc(NC(=O)CSC2=Nc3ccccc3C3=NC(CC(=O)NCc4ccc(F)cc4)C(=O)N23)cc1 (stereo unspecified) | 15% | -4% | x
CN(CC(=O)NCc1ccco1)S(=O)(=O)c1cccc2cccnc12 | 15% | 3% | -5%
Cc1ccc(CN2CC(C(=O)N3CCN(S(=O)(=O)c4cccc(F)c4)CC3)CC2=O)cc1 (stereo unspecified) | -1% | 1% | -3%
CN(C(=O)c1ccc(NC(=O)Cc2cccc(NC(=O)C3CCCN(C(=O)C4CCCCC4)C3)c2)cc1)C1CCCC1 (stereo unspecified) | 15% | -11% | x
Cc1cc(C)nc(SCC(=O)NCC2COc3ccccc3O2)n1 (stereo unspecified) | -15% | 5% | x
CC1=C(C)CC(C(=O)Nc2nccs2)C(C(=O)O)C1 (stereo unspecified) | 2% | 1% | -2%
Nc1c2c(nn1-c1ccc(C(=O)O)cc1)CNC2 | 0% | 0% | -3%
COc1cccc2c1C(=O)C=C(C)C2=O | 6% | -2% | 4%
COc1ccc(CNC(=O)COC(=O)c2ccc(F)c(S(=O)(=O)N3CCCCC3)c2)cc1OC | -21% | 0% | 1%
CCOc1ccc(S(=O)(=O)N2Cc3ccccc3CC2C(=O)O)cc1 (stereo unspecified) | 44%[activator] | 17% | -2%
Cc1ccc(S(=O)(=O)/N=C(/c2ccc(F)cc2)N2CCOCC2)cc1 | 8% | -9% | -2%
C=CCOc1ccccc1CN1CCC(Cc2ccccc2)CC1 | -9% | -5% | -4%
CC1(C)Cc2nc(Cl)c(C(N)=O)cc2CO1 | -10% | 2% | -8%
CC1CCN(C(=O)Cn2c(=O)n(Cc3ccco3)c(=O)c3sccc32)CC1 | -2% | 0% | -14%
CCN(CC)C(=O)Cn1cc(C(=O)C2CC2)c2ccccc21 | 3% | -27% | -12%
O=C(NCc1ccc(F)cc1)c1ccc(Br)o1 | 2% | 0% | -2%
Cn1c(=O)c2c(SCC(=O)N3CCOCC3)nc(-c3ccccc3F)nc2n(C)c1=O | 0% | 0% | -1%
COc1ccc(CC2C(=O)Nc3ccc(Br)cc32)cc1OC (stereo unspecified) | 8% | -5% | x
CCOC(=O)/C=C1\Nc2ccccc2OC1=O | -3% | 15% | 0%
CC(C)CN(C(=O)Cn1c(=O)cnc2ccccc21)C1CCS(=O)(=O)C1 (stereo unspecified) | 1% | -6% | -6%
Cc1ccc(CN2CCCn3nc(C(=O)NCc4ccc(N(C)C)cc4)cc3C2=O)cc1 | 9% | -13% | x
O=C(Nc1ccc(Br)cc1F)N1CCC2(CC1)Oc1ccccc1C(=O)N2Cc1ccccc1F | -5% | -5% | x
CC1CCC(NC(=O)CSc2nncn2C)CC1 (stereo unspecified) | -1% | -1% | x
CCOP(=O)(c1ccccc1)c1nc(-c2ccccc2C)oc1N1CCCCC1 (stereo unspecified) | u | -3% | -2%
O=C(C[C@@H]1C/C=C\C[C@H](Cc2ccc(F)cc2)C(=O)OCCNC1=O)N[C@H](CO)Cc1ccccc1 | 13% | 1% | x
FC(F)(F)c1ccc(/C=N/N2CCN(Cc3ccccc3)CC2)cc1 | -8% | -10% | -4%
O=S(=O)(c1ccccc1)c1nc(NC2CC2)sc1Cl | 12% | 2% | -4%
O=C1CC(NCC2CCCO2)C(=O)N1c1ccc(F)cc1 (stereo unspecified) | 2% | -11% | -4%
CC(CCCCC(=O)Nc1ccc(C(F)(F)F)cc1)NCCc1cnc[nH]1 (stereo unspecified) | x | 4%&0% | -3%&-13%
CC(=O)c1ccc(OCC(O)CN2CCN(S(=O)(=O)c3c(C)c(C)cc(C)c3C)CC2)cc1 (stereo unspecified) | u | -5% | -7%
CCOC(=O)c1cccc(NC(=O)CNS(=O)(=O)c2cccs2)c1 | -9% | 0% | 6%
Cc1ccc2c(c1)N(CC(=O)NC1CCCC1)C(=O)C(C)O2 (stereo unspecified) | 14% | 1% | 0%
CC(=O)Nc1cc(C(=O)NCc2ccc(F)cc2Cl)ccc1Sc1ccc(Cl)cc1 | 0% | -13% | x
CC1(C)C(=O)Nc2ccccc2N1C(=O)CN1C(=O)NC(CCc2ccccc2)C1=O (stereo unspecified) | -13% | -7% | -3%
COc1ccc(N2CCN(C(c3ccccc3)c3sc4nc(-c5ccco5)nn4c3O)CC2)cc1 (stereo unspecified) | 7% | -9% | x
CC1CCCN(CCC(=O)Nc2ccc(Br)cc2)C1 (stereo unspecified) | -6% | -2% | -1%
CCOC(=O)c1cc2c(=O)n3ccccc3nc2n(Cc2ccco2)c1=NC(=O)c1ccc(OC)cc1OC | u | 0% | 13%
CC1C2NC(=O)N(Cc3ccccc3)C1(C)Oc1ccccc12 (stereo unspecified) | 17% | -8% | 7%
CC(=O)Nc1ccc(NC(=O)COc2ccc(-c3ccccc3)cc2)cc1 | -1% | 1% | 1%
CC(OC(=O)c1snc(C(=O)NC2CCCCC2)c1N)C(=O)NC(C)(C)C (stereo unspecified) | 0% | -6% | 12%
CNC[C@H]1Oc2c(NC(=O)C3CCCCC3)cccc2C(=O)N([C@H](C)CO)C[C@@H]1C | -2% | 0% | x
